Assay outcomes: PubChem BioAssay, National Center for Advancing Translational Sciences (NCATS)
G9a inh: blocks human histone lysine methyltransferase G9a; G9a H3K9 monomethylation, AlphaScreen, 2 h; Q96KQ7; 350,000 tested, 8.8% active; Potency, µM (titrated, usually from 102 µM), without a hit: at the top dose activity, negative = inhibition, most hits filed as inhibitors; further: on the % scale 0 is the no-effect control and ±100 the full control effect; nearly all actives have a fitted effect of over 75% in size
Target sequence (Q96KQ7 913-1193 limits assumed): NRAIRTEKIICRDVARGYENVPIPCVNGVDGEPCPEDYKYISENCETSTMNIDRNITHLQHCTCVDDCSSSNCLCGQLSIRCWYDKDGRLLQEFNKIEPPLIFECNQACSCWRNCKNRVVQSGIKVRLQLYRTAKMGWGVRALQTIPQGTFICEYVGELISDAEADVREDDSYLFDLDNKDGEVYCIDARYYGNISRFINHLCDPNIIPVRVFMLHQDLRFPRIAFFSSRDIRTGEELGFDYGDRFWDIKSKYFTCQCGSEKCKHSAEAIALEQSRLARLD
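Methyltransferase reactions run at room temperature for 2 h (20 nM enzyme, 500 nM biotin-H3K9 peptide, 20 uM SAM) after a 15 min compound preincubation; product detected by AlphaScreen beads and anti-H3K9me1 antibody.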
BLM helicase inh: inhibitors of human Bloom syndrome helicase BLM; P54132; recombinant BLM DNA unwinding, fluorescence dequenching; Potency, µM (titrated, usually from 56.1 µM), inactives show at the highest dose activity change, negative = inhibition, most hits filed as inhibitors; 350,000 tested, 0.2% active;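 further: plate controls were vehicle for no effect and no enzyme for full effect; nearly all actives have a fitted effect of over 35% in size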
APEX1 inh: blocks human APE1 abasic DNA cleavage; AID 2517; 350,000 tested, 0.35% active; recombinant APE1, TAMRA/BHQ-2 abasic DNA cleavage fluorescence; Potency, µM (titrated, usually from 65.8 µM), for the others: at the top dose activity change, negative = inhibition, most hits filed as inhibitors; P27695;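 further: plate controls were vehicle for no effect and reference inhibitor for full effect; nearly all actives have a fitted effect of over 55% in size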
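Step 1: APE1 (0.75 nM) with compound, 15 min RT. Step 2: add 50 nM fluorophore/quencher THF duplex. Step 3: three fluorescence reads 60 s apart (525/598 nm); read 3 minus read 1 = reaction progress.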
Pol kappa inh: blocks human DNA polymerase kappa activity. AID 588579. 400,000 tested, 0.53% active. Q9UBT6. purified Pol kappa, fluorescent DNA synthesis assay, 10 min. Potency, µM (top dose mostly 107 µM), inactives show top-dose activity, negative = inhibition, actives largely listed as inhibitors; further: on the % scale 0 is the no-effect control and ±100 the full control effect
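First, compounds were pin-transferred onto 10 nM Pol kappa. After 15 min at room temperature, substrate was added to 50 nM final. Fluorescence was then measured kinetically at 0 and 10 min.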
Apoferritin bind: binds horse apoferritin like a general anesthetic | apoferritin/1-aminoanthracene competitive binding, fluorescence | 350,000 tested, 0.074% active | Potency, µM (series often up to 77.5 µM), inactives show at the top dose activity change, negative = displacement, hits mostly inhibitors; further: on the % scale 0 is the no-effect control and ±100 the full control effect; nearly all actives have a fitted effect of over 20% in size
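Probe: 1-aminoanthracene (50% saturated, PBS). Protein: horse-spleen apoferritin, 10 uM. Incubation: 10 min, room temperature. Detection: 380 nm excitation, 535 nm emission. Analysis: normalized response, four-parameter Hill.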
Pol iota inh: DNA polymerase iota (human) inhibition | Q9UNA4 | Pol iota fluorescent replication assay, 10 min | Potency, µM (series often up to 115 µM), without a hit: at the top dose activity, negative = inhibition, actives largely listed as inhibitors | 390,000 tested, 1% active | AID 588590
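Pol iota at 10 nM preincubated 15 min with compounds at room temperature; reaction started with fluorescent substrate, 50 nM final. Fluorescence read kinetically at 0 and 10 min; buffer-only wells as negative control.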
POLH inh: blocks human DNA polymerase eta activity; Q9Y253; recombinant Pol eta, fluorescent DNA replication assay; 390,000 tested, 1.2% active; Potency, µM (top dose mostly 114 µM), for inactives: at the top dose activity change, negative = inhibition, hits mostly inhibitors; further: on the % scale 0 is the no-effect control and ±100 the full control effect
Target sequence (Q9Y253 whole entry, looked up): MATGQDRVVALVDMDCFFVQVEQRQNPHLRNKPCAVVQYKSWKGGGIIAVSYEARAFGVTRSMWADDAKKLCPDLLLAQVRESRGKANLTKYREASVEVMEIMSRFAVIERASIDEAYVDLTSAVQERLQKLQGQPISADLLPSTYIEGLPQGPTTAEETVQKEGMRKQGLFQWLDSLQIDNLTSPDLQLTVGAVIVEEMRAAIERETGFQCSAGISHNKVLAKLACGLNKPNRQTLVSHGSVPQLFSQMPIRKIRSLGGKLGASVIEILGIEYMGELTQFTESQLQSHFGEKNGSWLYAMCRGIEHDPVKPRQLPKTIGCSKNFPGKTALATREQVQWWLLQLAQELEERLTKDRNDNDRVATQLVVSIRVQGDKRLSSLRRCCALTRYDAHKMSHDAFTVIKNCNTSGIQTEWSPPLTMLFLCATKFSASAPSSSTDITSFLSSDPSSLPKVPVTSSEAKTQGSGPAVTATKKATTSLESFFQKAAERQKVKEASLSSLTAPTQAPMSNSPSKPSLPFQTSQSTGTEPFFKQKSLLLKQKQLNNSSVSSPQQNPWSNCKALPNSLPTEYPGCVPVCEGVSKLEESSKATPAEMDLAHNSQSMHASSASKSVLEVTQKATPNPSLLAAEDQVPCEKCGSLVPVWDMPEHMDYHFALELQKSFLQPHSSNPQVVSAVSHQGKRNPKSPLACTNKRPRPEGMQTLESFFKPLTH
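Pol eta (10 nM) was preincubated with compounds for 15 min at room temperature, after which fluorescent replication substrate (50 nM final) was added to start the reaction. Fluorescence was read kinetically at 0 and 10 min.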
Pol beta inh: blocks human DNA polymerase beta activity; Pol beta primer extension/strand displacement, fluorescence kinetic; Potency, µM (titrated, usually from 114 µM), without a hit: top-dose activity change, negative = inhibition, actives largely listed as inhibitors; 340,000 tested, 1.3% active; P06746; AID 485314; further: on the % scale 0 is the no-effect control and ±100 the full control effect
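Preincubation: enzyme (10 nM) with compound, 15 min, RT. Reaction: substrate added to 50 nM final. Reads: 0 and 10 min. Analysis: normalized, Hill fit.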
BAZ2B block: BAZ2B (human) inhibition; Potency, µM (series often up to 114 µM), for the others: at the highest dose activity change, negative = inhibition, usual class: inhibitors; AlphaScreen BAZ2B-H3K14Ac peptide displacement; 360,000 tested, 4.4% active; Q9UIF8; further: on the % scale 0 is the no-effect control and ±100 the full control effect; nearly all actives have a fitted effect of over 60% in size
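Protein-peptide AlphaScreen: BAZ2B 50 nM, b-H3K14Ac 50 nM, 1x PBS pH 7.4 + 0.01% Tween-20. Preincubation 30 min RT; cpd 30 min RT (top 110 uM); beads 20 min RT, light-protected.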
An asterisk follows results filed as active; u = inconclusive; x = not tested or not shown; & = joins results of further samples; [ ] = another dose, or the depositor's remark. The call rests on the fitted dose curve; in most records, active means well fitted curve in the direction sought with a large enough effect; inconclusive means small, poorly fitted or top-dose-only effect, or another doubt; inactive means no such curve, though single readings can be large; an effect the other way counts as inactive or inconclusive. Potency means the concentration at half of the fitted maximal effect. Some of the compounds tested, so the mix of outcomes need not match the whole.

1: CC(=O)c1cc(CN2CCN(CC=C(C)C)C(CCO)C2)cs1 (stereo not drawn)
2: CN(C(=O)c1cccc(NC(=O)Cc2cccc([N+](=O)[O-])c2)c1)C1CC1
3: CCc1ccc(S(=O)(=O)Nc2ccc3c(c2)n(C)c(=O)c(=O)n3C)cc1
4: CCc1ccc(OC(=O)c2cncc(Br)c2)cc1
5: CC(C)N1C(=O)S/C(=C/c2ccc(Sc3nc4ccccc4[nH]3)o2)C1=O
6: Cc1ccc(C(=O)Nc2nc3ccc(S(=O)(=O)N4CCCC4)cc3s2)cc1

assay / entry,1,2,3,4,5,6
G9a inh,x,x,16%[59 µM],-3%[2.33 µM],71µM*,10%[59 µM]
BLM helicase inh,-2%,x,-2%,-4%,-10%,-3%
APEX1 inh,19%,-14%,x,14%,-8%,x
Pol kappa inh,0%,-1%,0%,-3%,-24%,-12%[60.1 µM]
Apoferritin bind,-4%,x,6%,-14%,-20%,2%
Pol iota inh,38%[activator],22%,30%[activator],97%[activator],8%,5%
POLH inh,3%,-7%,-4%,-14%,-20%,x
Pol beta inh,24%,x,-1%,3%,-26%,-5%
BAZ2B block,8%,x,-2%,95%[activator],-29%,9%

7: COC(=O)c1ccc(C(=O)OC)c(NC(=O)CS(=O)(=O)Cc2ccccc2)c1
8: COc1cccc(-n2c(SCC(=O)Nc3sc4c(c3C(N)=O)CCC4)nc3ccccc3c2=O)c1
9: C[C@@H](OC(=O)c1[nH]cnc1C(=O)NCc1ccc(CNC(=O)OC(C)(C)C)cc1)c1ccccc1
10: CC1(C)Cc2c(c(-c3ccccc3)[nH]c(=O)c2C#N)CO1
11: NS(=O)(=O)c1ccc(CCNc2nccn(-c3cccc(C(F)(F)F)c3)c2=O)cc1
12: COc1ccccc1-c1noc(CCC(=O)NC2CCCCC2)n1

assay / entry,7,8,9,10,11,12
G9a inh,-2%,u,x,4%[0.501 µM],-5%[59 µM],26%
BLM helicase inh,-3%,-10%,x,0%,-5%,-1%
APEX1 inh,-4%,1%,-33%,1%,x,20%
Pol kappa inh,-12%,-11%,-8%,-4%,5%,-6%
Apoferritin bind,-12%,-8%,x,-8%,6%,-7%
Pol iota inh,0%,4%,u,6%,-3%,8%
POLH inh,-21%,-5%,u,u,-10%,-14%
Pol beta inh,17%,1%,x,20%,3%,5%
BAZ2B block,5%,-6%[57.1 µM],x,-1%,u,-5%

13: O=C1c2ccccc2C(=O)N1Cc1ccc2c(c1)OCO2
14: c1ccc(N2CCN(c3ncccn3)CC2)cc1
15: CC(C)C[C@H](NC(=O)N1CCn2c1nc1ccccc12)C(=O)NCC1CCCO1 (stereo partly drawn)
16: CC1CN(C(=O)C(Sc2ccccc2)c2ccccc2)CC(C)O1 (stereo not drawn)
17: COC(=O)c1[nH]nc(C(=O)OC(C)(C)C)c1-c1ccccc1
18: Clc1nc(NC2CCCC2)nc(N2CCOCC2)n1

assay / entry,13,14,15,16,17,18
G9a inh,-5%[12.7 µM],-5%[59 µM],x,17%[59 µM],-5%[59 µM],-5%
BLM helicase inh,-2%,-4%,-4%,3%,-5%,-3%
APEX1 inh,2%,-3%,11%,-1%,-3%,1%
Pol kappa inh,-19%,-13%,-12%,-3%,-3%,-14%
Apoferritin bind,-18%,-7%,4%,-8%,1%,1%
Pol iota inh,-8%,6%,x,2%,-4%,u
POLH inh,-7%,-15%,-14%,-14%,-28%,-22%
Pol beta inh,1%,15%,-23%,3%,-9%,0%
BAZ2B block,17%,-1%,-27%,8%,1%,9%

19: COc1cc(/C=N/Nc2ccc(F)cc2F)cc(OC)c1OC
20: Cc1cc(C)c(C#N)c(SCc2ccccc2C)n1
21: COc1cc(N)c(Cl)cc1C(=O)OCC(=O)Nc1cccnc1Cl
22: CCNc1c(N)c(=O)oc2ccccc12
23: CCOC(=O)c1ccccc1NC(=O)Cn1c(=O)n(CCC(=O)NCc2ccccc2OC)c(=O)c2ccccc21
24: CC(=O)NCCNC(=O)CCCc1nnc2n(C)c(=O)c3sccc3n12

assay / entry,19,20,21,22,23,24
G9a inh,1.8µM*,345%[activator],-3%,5%,-6%[59 µM],1%[59 µM]
BLM helicase inh,-7%,2%,x,2%,-2%,-1%
APEX1 inh,-1%,-8%,21%,-5%,x,x
Pol kappa inh,2%,-4%,1%,-2%,8%,-2%
Apoferritin bind,-1%,-9%,x,-18%,-12%,1%
Pol iota inh,19%,2%,14%,13%,-15%,4%
POLH inh,-24%,-18%,0%,-7%,9%,-16%
Pol beta inh,-1%[57.1 µM],-10%,x,3%,48%,6%
BAZ2B block,-35%,121%[activator],8%,-2%,-9%,-1%

25: COc1cccc(/C=N/Nc2ncccc2[N+](=O)[O-])c1OC
26: CSc1ccccc1NC(=S)NC1CCCC1
27: CCOC(=O)CC1C(=O)NCCN1Cc1cccs1 (stereo not drawn)
28: COC(=O)C1CN(C(=O)COc2cccc(C)c2C)c2ccccc2O1 (stereo not drawn)
29: C/C(=N\NC(=O)C(C)n1nc(C)c([N+](=O)[O-])c1C)c1ccccc1O (stereo not drawn)
30: CCCCNc1c(-c2ccc(-c3ccc(C(C)=O)cc3)c(OC)c2)nc2cc(C)ccn12

assay / entry,25,26,27,28,29,30
G9a inh,u,23%,1%,7%,15%[59 µM],x
BLM helicase inh,1%,-3%,-2%,-6%,-2%,x
APEX1 inh,-6%,-4%,0%,59%[activator],-2%,-7%
Pol kappa inh,-9%,1%,5%[60.1 µM],4%,6%,-3%
Apoferritin bind,-6%,-7%,-5%,-8%,-9%,x
Pol iota inh,38%[activator],16%,27%,-17%,18%,u
POLH inh,-8%,-9%,-14%,-10%,0%,-22%
Pol beta inh,-22%,11%,-2%,1%,1%,x
BAZ2B block,-37%,-23%,4%,35%[activator],u,x

Quoted at random: five records from the list.
30: CCCCNc1c(-c2ccc(-c3ccc(C(C)=O)cc3)c(OC)c2)nc2cc(C)ccn12
28: COC(=O)C1CN(C(=O)COc2cccc(C)c2C)c2ccccc2O1 (stereo not drawn)
29: C/C(=N\NC(=O)C(C)n1nc(C)c([N+](=O)[O-])c1C)c1ccccc1O (stereo not drawn)
27: CCOC(=O)CC1C(=O)NCCN1Cc1cccs1 (stereo not drawn)
26: CSc1ccccc1NC(=S)NC1CCCC1

assay / entry,30,28,29,27,26
G9a inh,x,7%,15%[59 µM],1%,23%
BLM helicase inh,x,-6%,-2%,-2%,-3%
APEX1 inh,-7%,59%[activator],-2%,0%,-4%
Pol kappa inh,-3%,4%,6%,5%[60.1 µM],1%
Apoferritin bind,x,-8%,-9%,-5%,-7%
Pol iota inh,u,-17%,18%,27%,16%
POLH inh,-22%,-10%,0%,-14%,-9%
Pol beta inh,x,1%,1%,-2%,11%
BAZ2B block,x,35%[activator],u,4%,-23%

(list continues)
31: C[C@H]1CC[C@H]2C(=O)N[C@H](Cc3ccccc3)C(=O)N2[C@@H]1c1ccccc1
32: OC/C(Br)=C(\Br)CO
33: CCCCn1c(=O)[nH]c(=O)c2c1nc(-c1cc3c(cc1Br)OCO3)n2C
34: CCOC(=O)c1cccc(NC(=O)/C=C/c2ccc([N+](=O)[O-])cc2)c1
35: Cc1ccc(-c2nn(-c3ccc(F)cc3)cc2C(=O)NCC2CCCO2)cc1 (stereo not drawn)
36: C=CC[C@@H](CC(=O)N(CCO)Cc1ccccc1)C(=O)NC[C@@H](OC(=O)[C@@H](CC=C)Cc1ccc(F)cc1)c1ccccc1

assay / entry,31,32,33,34,35,36
G9a inh,u,0%[0.501 µM],-30%,-5%[59 µM],1%[0.501 µM],x
BLM helicase inh,0%[12.4 µM],x,-6%,-6%,x,x
APEX1 inh,26%[12.4 µM],13%&0%,-3%,4%,27%,-30%
Pol kappa inh,-14%,-2%,-6%,0%,-18%,-20%
Apoferritin bind,-10%[15.3 µM],x,-14%,-9%,x,x
Pol iota inh,u,u,104%[activator],3%,-20%,u
POLH inh,-10%,1%,-21%,-19%,u,-16%
Pol beta inh,21%,x,-1%,-1%,x,x
BAZ2B block,-5%,10%,-6%,-30%,-30%,x

37: CS(=O)(=O)Nc1ccc(Br)cc1C(=O)c1ccccc1
38: O=C(NCCN1CCOCC1)C(=O)NCC1OCCN1S(=O)(=O)c1cc(F)ccc1F (stereo not drawn)
39: CC(=O)c1cccc(NC(=O)c2ccc(C(=O)Nc3cccc(C(C)=O)c3)nc2)c1
40: FC(F)(F)c1cccc(OCc2noc(-c3ccsc3)n2)c1
41: COc1ccccc1NC(=O)c1cc(-c2ccc(C)o2)nc2ccccc12
42: CCC(C)(C)NC(=O)C(C(C)C)N(CC1CCCO1)C(=O)CNS(=O)(=O)c1ccc(F)cc1 (stereo not drawn)
43: CC(=O)Nc1ccc(S(=O)(=O)NCc2ccc(C)cc2)cc1
44: CCOC(=O)N1CCC(N(CCN(C)C)C(=S)Nc2ccccc2C)CC1

assay / entry,37,38,39,40,41,42,43,44
G9a inh,-10%[59 µM],52%[activator],u,175%[activator][59 µM],40µM*,-8%,4%[59 µM],19%[59 µM]
BLM helicase inh,-3%,-2%,-2%,-11%,-6%,-3%,-9%,2%
APEX1 inh,3%,21%,2%,-1%,1%,19%,12%,-6%
Pol kappa inh,-8%,-12%,-15%,-17%,-2%,2%,-1%,-18%
Apoferritin bind,-9%,-3%,-4%,0%,-15%,-6%,-12%,-8%
Pol iota inh,21%,28%,94%[activator],15%,77%[activator],58%[activator],9%,-4%
POLH inh,-2%,1%,-12%,-3%,-10%,-22%,-8%,-10%
Pol beta inh,2%,13%,-5%,u,10%,1%,3%,1%
BAZ2B block,-4%,1%,u,196%[activator],-12%,-4%,-9%,12%
